# Screening results from PubChem BioAssay.
# M. tuberculosis HTS: M. tuberculosis growth inhibition, HTS (AID 449762); inhibition, % at 25 µM; hits with a dose series show IC50 in µM; M. tuberculosis H37Rv growth inhibition, 7H9 media; higher % means a stronger effect; 330,000 compounds, 0.59% hits; in the data active = a potency from the dose series; inconclusive = inhibition above about 70% without an active follow-up result;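 also: bacterial growth assessed after seven days of incubation; strong numbers were not always called active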
# influenza NS1A: H1N1 influenza NS1A inhibitors, functional cell based assay (AID 504329); NS1A functional cell-based assay, percent inhibition; higher % means a stronger effect; 340,000 compounds, 0.3% hits; one-dose inhibition, % at 12.5 µM; IC50 in µM for titrated hits; in the data active = a potency from the dose series; inconclusive = inhibition above about 27% without an active follow-up result; also: strong numbers were not always called active
# inhibitors of VEEV: inhibitors of VEEV TC-83 cytopathic effect, confirmation, Vero cells (AID 588727). 350,000 compounds, 0.13% hits. inhibition, % at 20 µM; hits with a dose series show IC50 in µM. Vero cells, VEEV TC-83 cytopathic effect inhibition; higher % means a stronger effect; in the data active = a potency from the dose series; inconclusive = inhibition mostly from about 14% at the one dose, without a potency; inactive = the rest, 99 in 100 with inhibition below about 12%; also: strong numbers were not always called active
# Salmonella PhoP GFP: PhoP regulon inhibitors, Salmonella typhi PhoP promoter GFP reporter, confirmatory (AID 1850); Salmonella Typhi PhoP-promoter GFP reporter, fluorescence, 4 h; higher % means a stronger effect; inhibition, % at 50 µM, or IC50 in µM where a hit was titrated; 310,000 compounds, 0.33% hits; in the data active = a potency from the dose series; inconclusive = inhibition mostly from about 25% at the one dose, without a potency; inactive = the rest, 99 in 100 with inhibition below about 19%;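 also: 0% = induced wells with vehicle and 100% = uninduced wells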
# M. tuberculosis: growth inhibition of non-replicating M. tuberculosis (AID 488890); 320,000 compounds, 0.39% hits; Mycobacterium tuberculosis non-replicating, growth inhibition; higher % means a stronger effect; one-dose inhibition, % at 25 µM; IC50 in µM for titrated hits; in the data active = a potency from the dose series; inconclusive = inhibition mostly from about 82% at the one dose, without a potency; inactive = the rest, 99 in 100 with inhibition below about 76%;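 also: plate controls were DMSO cells for no effect and high antibiotic wells for full effect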
# inhibitors of VEEV 10K pilot screen: second read-out of inhibitors of VEEV, no call of its own (marks repeat the call); inhibition, %; measured here: 10K pilot screen inhibition
# * marks the source's active call; other numbers are inactive results; i = inactive; ? = inconclusive; · = not tested or not shown.
# Sample of the layout (3 entries):
SMILES,M. tuberculosis HTS,influenza NS1A,inhibitors of VEEV,Salmonella PhoP GFP,M. tuberculosis,others
O=C(NC1(C(F)(F)F)N=C(c2ccccc2)NC1=O)c1ccccc1F (stereo not drawn),5%,-13%,0.1%,-2%,2%,
CCOC(=O)CC(NC(=O)c1cc2cccc(OC)c2oc1=O)c1cccc([N+](=O)[O-])c1 (stereo not drawn),-13%,-2%,2.5%,3%,?,
OC(COc1ccc(Cl)cc1)CN1CCN(c2ccccn2)CC1 (stereo not drawn),1%,-1%,0.3%,8%,-17%,

# The whole of this part, from the start:
SMILES,M. tuberculosis HTS,influenza NS1A,inhibitors of VEEV,Salmonella PhoP GFP,M. tuberculosis,others
O=C(NC1(C(F)(F)F)N=C(c2ccccc2)NC1=O)c1ccccc1F (stereo not drawn),5%,-13%,0.1%,-2%,2%,
CCOC(=O)CC(NC(=O)c1cc2cccc(OC)c2oc1=O)c1cccc([N+](=O)[O-])c1 (stereo not drawn),-13%,-2%,2.5%,3%,?,
OC(COc1ccc(Cl)cc1)CN1CCN(c2ccccn2)CC1 (stereo not drawn),1%,-1%,0.3%,8%,-17%,
COc1ccc(N2CC(C(=O)Nc3ccc(S(=O)(=O)N4CCCC4)cc3)CC2=O)cc1 (stereo not drawn),-2%,-1%,1.7%,-15%,-2%,
Cc1ccccc1OCC(=O)Nc1ccc2c(c1)n(C)c(=O)n2C,4%,-6%,0.6%,-10%,6%,
O=C(CCS(=O)(=O)c1ccc(F)cc1)N1CCOCC1,-4%,-1%,i,2%,-5%,
Cc1nn(C)cc1C1C2=C(CC(C)(C)CC2=O)OC2=C1C(=O)CC(C)(C)C2,1%,-2%,1.0%,-8%,12%,
COc1cccc(C2CC(c3ccccc3Cl)Nc3nc(N)nn32)c1 (stereo not drawn),7%,-24%,2.7%,2%,13%,
COCCn1c(SCC(N)=O)nc2c(c1=O)SC(C)C2 (stereo not drawn),-10%,4%,i,-1%,·,
COc1ccc(N(C)S(=O)(=O)c2cccc(C(=O)Nc3ccc(N4CCOCC4)cc3)c2)cc1,-7%,6%,6.8%,·,22%,
COCCN=c1scc(C)n1/N=C/C1CC2C=CC1C2 (stereo not drawn),0%,-4%,0.6%,-2%,9%,
CC(C)CCOP(=O)(c1ccc(N(C)C)cc1)C(O)c1ccccc1F (stereo not drawn),-2%,0%,2.5%,5%,16%,
CCOc1ccc(NC(=O)c2ccc3c(=O)n4c(nc3c2)CCCCC4)cc1,-5%,3%,1.1%,-9%,21%,
CCCc1cc(=O)n2[nH]c(NCc3ccccc3Cl)nc2n1,-25%,-12%,1.2%,-2%,29%,
CC(C)[C@H](NC(=O)N1CCn2c1nc1ccccc12)C(=O)N1CCCCC1,4%,-9%,i,-9%,-5%,
O=S1(=O)Cc2cc3ccccc3cc2C1,0%,-6%,0.4%,6%,9%,
CC(C)Cc1cc(C(=O)N2N=C(C(F)F)CC2(O)C(F)F)c2ccccc2n1 (stereo not drawn),6%,0%,i,-3%,49%,
Cc1cc(C)[n+](-c2ccc(F)cc2)c2[nH]c(=O)[nH]c(=O)c12,-2%,-17%,0.4%,-31%,-3%,
O=C(O)C1=C[C@H](c2ccc(Br)cc2)C[C@H](OCc2ccc(CO)cc2)O1,5%,0%,0.5%,9%,-12%,
COc1ccc2nc(NC(=O)Nc3cccc4ccccc34)sc2c1,10%,3%,0.2%,0%,2%,

# Reprinted at random: four entries already listed.
SMILES,M. tuberculosis HTS,influenza NS1A,inhibitors of VEEV,Salmonella PhoP GFP,M. tuberculosis,others
Cc1nn(C)cc1C1C2=C(CC(C)(C)CC2=O)OC2=C1C(=O)CC(C)(C)C2,1%,-2%,1.0%,-8%,12%,
CC(C)Cc1cc(C(=O)N2N=C(C(F)F)CC2(O)C(F)F)c2ccccc2n1 (stereo not drawn),6%,0%,i,-3%,49%,
O=C(CCS(=O)(=O)c1ccc(F)cc1)N1CCOCC1,-4%,-1%,i,2%,-5%,
O=C(NC1(C(F)(F)F)N=C(c2ccccc2)NC1=O)c1ccccc1F (stereo not drawn),5%,-13%,0.1%,-2%,2%,

# Following part:
SMILES,M. tuberculosis HTS,influenza NS1A,inhibitors of VEEV,Salmonella PhoP GFP,M. tuberculosis,others
Cc1cccc(C(=O)NCCN2CCOCC2)c1[N+](=O)[O-],3%,-4%,1.2%,3%,-5%,
C=CC[C@@H](CC(=O)N[C@@H](CO)Cc1ccccc1)C(=O)N[C@H](COC(=O)[C@@H](CC=C)CC(=O)OC(C)(C)C)Cc1c[nH]c2ccccc12,1%,1%,3.3%,·,75%,
COC(=O)c1ccc(COc2ccc3c(C)c(C)c(=O)oc3c2)o1,6%,-3%,i,-7%,-2%,
COC(=O)Nc1nc(C)c(C(=O)c2ccccc2)s1,-6%,-16%,2.7%,-9%,20%,
Cc1cc(C(=O)NN=C2CCCCCCC2)c2ccccc2n1,-4%,-15%,0.5%,6%,-5%,
COc1cc(NS(=O)(=O)c2cc(C(=O)NCCc3ccccn3)ccc2OC)cc(OC)c1,1%,2%,4.9%,·,7%,
CCOc1ccc(NC(=O)CN(C)C(=O)/C=C/c2ccc(S(=O)(=O)N3CCCCCC3)cc2)cc1OCC,8%,6%,1.6%,-3%,6%,
N=C1C(c2nc3ccccc3s2)=C(O)CN1NC(=O)c1ccccc1[N+](=O)[O-],-2%,-4%,0.6%,-1%,-7%,
CCC(C(=O)OCC(=O)Nc1c(C)nn(-c2ccccc2)c1C)c1ccccc1 (stereo not drawn),-2%,9%,0.5%,-12%,31%,
O=C(NCc1ccccn1)C1CCN(S(=O)(=O)c2ccccc2F)CC1,1%,-6%,2.7%,·,-31%,
CC(=O)C[C@H](O)CC(=O)[C@@H]1OC(=O)CCCCCCc2ccccc21,-7%,3%,3.1%,·,-19%,
CCC(=O)Nc1c(-c2ccc(Cl)cc2)c(=O)c2ccccc2n1C,2%,-16%,i,-15%,-4%,
COc1ccc(NC(=O)/C=C/c2cc(OC)c(OC)c(OC)c2)cn1,4%,1%,i,-9%,-2%,
CC(C)=CC[N+]1(C)CCCCC1,0%,3%,i,1%,-19%,
Cc1ccc(NC(=O)CN(C)CCOc2ccccc2)c([N+](=O)[O-])c1,0%,-4%,i,7%,1%,
Cc1c([N+](=O)[O-])nnn1-c1cc(Cl)cc(Cl)c1,3%,-7%,0.6%,3%,7%,
CC(=O)c1ccc(NC(=O)CSc2ccc(-c3ccc4c(c3)OCO4)nn2)cc1,-1%,-6%,i,-11%,-3%,
COc1ccccc1NC(=O)C1CCCN(S(=O)(=O)c2ccc3c(c2)CC(C)N3C(C)=O)C1 (stereo not drawn),-3%,3%,2.8%,-5%,-1%,
CCOC(=O)c1[nH]cnc1C(=O)Nc1ccncc1,-2%,-2%,0.5%,20%,-9%,
CCOC(=O)C1CCCN(C(=O)COC(=O)c2cc(=O)c3ccccc3o2)C1 (stereo not drawn),-10%,-4%,1.1%,4%,-8%,
O=C(Cc1ccccc1Cl)Nc1ccc(S(=O)(=O)Nc2nccs2)cc1,-3%,-3%,2.6%,-3%,47%,
COc1ccc2cc(C#N)c(N3CCN(C(=O)c4ccccc4C)CC3)nc2c1,11%,4%,7.0%,-7%,25%,
Cc1cc(C(=O)Nc2ncn(Cc3ccc(F)cc3)n2)ccc1[N+](=O)[O-],2%,20%,1.7%,8%,20%,
COc1cc2cc(C(=O)Nc3ccccc3)c(N)nc2cc1OC,-4%,-13%,8.6%,18%,-8%,
Cc1c(C(=O)Nc2cccnc2)oc2ccc(Br)cc12,24%,-24%,0.3%,-10%,61%,
Cc1cccc(NC(=O)/C(C#N)=C\c2cc(C)n(-c3ccc(C(=O)O)cc3)c2C)c1,4%,0%,2.7%,-8%,59%,
CCN(C(=O)c1coc(=O)c(Br)c1)c1ccc2c(c1)OCO2,?,-4%,i,-37%,?,
Cc1nc(Nc2ccc3c(c2)OCO3)c2oc3ccccc3c2n1,-13%,-2%,9.9%,7%,9%,
CCn1c(C(=O)N2CCc3ccccc3C2)cc2sccc21,5%,-6%,3.1%,-11%,·,
Cc1ccc(NC(=O)c2cccs2)cc1NC(=O)c1cccnc1,-2%,-7%,0.1%,-1%,0%,
Cc1nc(NC(=O)CSc2nc3cccnc3n2C2CCCCC2)sc1C,10%,3%,4.3%,-12%,-10%,
O=C1CCC(C(=O)Nc2ccc(OC(F)F)cc2)N1 (stereo not drawn),-7%,9%,1.3%,-6%,-1%,
COc1cc(OC)cc(C(=O)Nc2ccc(N3CCOCC3)cc2N2CCOCC2)c1,5%,1%,11%,·,5%,
Oc1ccc(N2CCN(Cc3c(-c4ccccc4)nc4ccccn34)CC2)cc1,0%,1%,0.1%,-8%,12%,
Cc1ccc(C(C)C)cc1NC(=O)Nc1ccc([N+](=O)[O-])cc1,16%,4%,?,1%,60%,
COC(=O)CCc1c(C)c(C(=O)c2cc(F)c(F)c(F)c2F)c2ccccn12,1%,-3%,0.3%,-13%,8%,
CC(C)OCC(O)Cn1c(N2CCCC2)nc2c1c(=O)[nH]c(=O)n2C (stereo not drawn),0%,-5%,i,-1%,-7%,
COc1ccc(-n2ncc(S(=O)(=O)c3ccccc3)c2-c2ccc(Cl)cc2)cc1,9%,1%,i,-19%,18%,
Cc1cccc(-n2c(SCc3cc(=O)n4ccsc4n3)nc3ccccc3c2=O)c1,0%,1%,5.5%,-7%,-19%,
CC(=O)N1CCn2c3c(c4cc(C)ccc42)CCCC31 (stereo not drawn),5%,1%,1.5%,12%,10%,
Cc1ccnc(SCc2cc(=O)c(OC(=O)c3ccc(S(=O)(=O)N(C)C)cc3)co2)n1,-3%,-4%,0.7%,7%,13%,
CCS(=O)(=O)N1CCN(c2nc(-c3ccccc3)cs2)CC1,-1%,5%,i,-11%,3%,
O=C1CCC/C1=C/Nc1cccc(F)c1,5%,-2%,0.3%,4%,14%,
CC(=O)CC1(O)C(=O)N(Cc2ccccc2)c2ccccc21 (stereo not drawn),6%,6%,0.8%,2%,18%,
O=C(CCCN1C(=O)/C(=C/c2ccc3c(c2)OCO3)SC1=S)Nc1cccc(C(=O)O)c1,8%,22%,0.2%,-6%,19%,
CN1CCN(c2nc3ccccc3o2)CC1,5%,11%,0.0%,4%,-1%,
CC1CCN(C(=O)CSc2nncn2C)CC1,-2%,-13%,2.1%,7%,-3%,
Cc1ccc(Cl)cc1N1CCN(C(=O)COc2ccc(S(=O)(=O)NC(C)C)cc2)CC1,1%,3%,2.4%,-12%,12%,
Cc1ccc(S(=O)(=O)NCCC(=O)NCC(c2ccco2)N2CCCCC2)cc1C (stereo not drawn),-7%,2%,0.8%,3%,-3%,
COc1ccccc1NC(=O)CSc1ccc(-c2ccccn2)nn1,?,8µM*,0.9%,-5%,?,
Nn1c(COc2ccccc2F)nnc1SCC(=O)NC1CCCCC1,-1%,-9%,1.8%,7%,-10%,
COCCNC(=O)c1onc(CSc2ccc(C(C)C)cc2)c1C(=O)O,1%,-3%,0.3%,7%,-3%,inhibitors of VEEV 10K pilot screen=1.2
Cc1ccc(S(=O)(=O)c2nc(-c3ccccc3Cl)oc2N(C)C2CCN(C)CC2)cc1,22%,1%,3.5%,·,?,
O=C(OCC(=O)N1CCCc2ccccc21)c1cccc(S(=O)(=O)N2CCOCC2)c1,43%,-8%,6.2%,-8%,28%,
CC(C)(C)n1nnc(CCc2nnn(C(C)(C)C)n2)n1,9%,0%,0.2%,-7%,-4%,
CC(C)(C)N=Cc1cc(-c2ccccc2)sc1O,4%,13%,1.7%,2%,59%,
CCCOc1ccc(CNC(=O)C2CCN(c3nnc(N4CCCC4=O)s3)CC2)cc1,0%,-3%,0.6%,1%,-23%,inhibitors of VEEV 10K pilot screen=0.2
CC(C)(C)OC(=O)N[C@@H](Cc1ccccc1)c1nnc(SCC(=O)O)o1,-4%,1%,i,9%,10%,inhibitors of VEEV 10K pilot screen=0.3
Cc1ccc(S(=O)(=O)N2CCN(C(=O)Cc3ccccc3)CC2)cc1,-2%,20%,i,0%,6%,
CCCCn1c(N)c(N(CCOC)C(=O)C2CCN(S(=O)(=O)c3ccccc3)CC2)c(=O)[nH]c1=O,2%,-10%,3.0%,10%,-12%,

# The list continues.
SMILES,M. tuberculosis HTS,influenza NS1A,inhibitors of VEEV,Salmonella PhoP GFP,M. tuberculosis,others
COc1cc(C(=O)Nc2nnc(S(=O)(=O)N3CCCCCC3)s2)cc(OC)c1OC,-6%,4%,3.5%,0%,5%,
COCCN(C(=S)Nc1cccc(Cl)c1C)C(C)c1ccco1 (stereo not drawn),6%,-11%,1.0%,4%,1%,
Cc1cc2c(ncn2Cc2ccccc2)c(N)c1C,3%,2%,0.7%,1%,10%,
Cn1ccnc1P(=S)(c1nccn1C)N1CCOCC1,-8%,5%,2.1%,-4%,-2%,
Cc1ccc(N(C(=O)C2CCCC2)C2C=CS(=O)(=O)C2)cc1C (stereo not drawn),-2%,2%,i,-8%,0%,
